High-throughput results (PubChem)
CRFBP-R2 block: antagonists of CRF-binding protein/CRF-R2 receptor complex. AID 588475. inhibition, % at 11.8 µM. HEK293 CRF-R2/CRF-BP, CRF-induced calcium fluorescence. 350,000 compounds, 0.59% hits;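 active means inhibition of the ligand-induced calcium signal above about 50% at the single tested concentration, limit read from the data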
M5 ag: agonists of human muscarinic M5 receptor (CHRM5); P08912; CHO-K1 hM5 cells, Fluo-8 calcium fluorescence; 0% DMSO wells, 100% maximal acetylcholine response; activation, % at 3 µM; 360,000 compounds, 0.19% hits;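 active means activation above the run's mean over test compounds plus 3 SD, cut at about 23% in these data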;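 further: signal is peak over basal fluorescence ratio across the kinetic read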
TAAR1 ag: agonists of human TAAR1; CHO RD-HGA16 TAAR1, Fluo-8 calcium fluorescence; vehicle wells 0%, saturating PEA agonist 100%; 360,000 compounds, 0.99% hits; activation, % at 3 µM; AID 624467;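 active means activation above the mean activation of all test compounds in the run plus 3 SD, cut at about 38% in these data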
Target sequence (Q96RJ0 whole entry, looked up): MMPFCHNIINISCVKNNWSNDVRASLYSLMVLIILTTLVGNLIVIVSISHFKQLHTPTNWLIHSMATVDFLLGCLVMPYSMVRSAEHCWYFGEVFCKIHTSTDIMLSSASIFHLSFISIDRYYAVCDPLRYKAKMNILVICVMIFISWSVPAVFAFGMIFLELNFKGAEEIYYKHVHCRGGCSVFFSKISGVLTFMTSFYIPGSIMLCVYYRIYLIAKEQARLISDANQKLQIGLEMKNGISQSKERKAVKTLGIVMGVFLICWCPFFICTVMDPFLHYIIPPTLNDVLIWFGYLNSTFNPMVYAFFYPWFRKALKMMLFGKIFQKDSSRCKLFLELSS
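Assay system: CHO-derived RD-HGA16 cells with stable Gα16 and human TAAR1; timing: 17-24 h seeding, 75 min 37 °C dye, 30 min RT; read-out: % activation from peak over basal fluorescence ratio, DMSO-to-PEA scaled; measured by: kinetic Fluo-8 calcium fluorescence; benchmarks: low control DMSO, high control PEA (EC100); doses: 3 µM single concentration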
M4 PAM: CHRM4 positive allosteric modulation | AID 624126 | CHO-K1 hM4/Gqi5, Fluo-8 calcium fluorescence, ACh EC20; 0% = ACh EC20, 100% = maximal ACh | 360,000 compounds, 0.4% hits | activation, % at 3 µM;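 active means activation above its plate's cutoff, the mean activation of sample wells plus 3 SD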; further: some results filed as inactive read as strong as hits
Target sequence (P08173 whole entry, looked up): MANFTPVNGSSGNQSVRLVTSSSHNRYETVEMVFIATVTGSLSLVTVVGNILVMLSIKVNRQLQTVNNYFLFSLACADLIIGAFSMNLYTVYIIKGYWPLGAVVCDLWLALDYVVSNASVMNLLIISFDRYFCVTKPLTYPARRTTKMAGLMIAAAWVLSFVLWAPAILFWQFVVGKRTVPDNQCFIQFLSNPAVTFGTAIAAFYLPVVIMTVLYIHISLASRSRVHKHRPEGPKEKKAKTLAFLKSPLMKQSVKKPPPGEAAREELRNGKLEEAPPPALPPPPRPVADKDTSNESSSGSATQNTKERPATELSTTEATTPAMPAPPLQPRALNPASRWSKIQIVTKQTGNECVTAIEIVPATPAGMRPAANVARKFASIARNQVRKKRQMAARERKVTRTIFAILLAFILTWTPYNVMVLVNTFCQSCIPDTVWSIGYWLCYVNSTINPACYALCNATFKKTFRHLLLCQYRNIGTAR
CHRM5 antagonist: antagonists of human muscarinic M5 receptor (CHRM5). P08912. CHO-hM5 cells, Fluo-8 calcium fluorescence, ACh EC80. inhibition, % at 3 µM. 360,000 compounds, 0.59% hits. AID 624040;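 active means inhibition above a per-plate cutoff, the mean of that plate's test compounds plus 3 SD, cut at about 27% in these data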;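 further: 0% = acetylcholine EC80 with DMSO and 100% = DMSO without agonist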
CRFBP-R2 agonist: CRF-BP/CRF-R2 complex agonism. HEK293 CRF-R2/CRF-BP, calcium dye fluorescence (FLIPR); percent of saturating CRF peptide response. activation, % at 13.2 µM. 350,000 compounds, 0.46% hits;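 active means activation of at least 50%, plus an integration ratio under a set limit after plate pattern correction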;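 further: plate controls were neutral control wells without compound for no effect and CRF at EC100 for full effect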
CHO-K1 Ca PAM: counter-screen for M1 PAMs: effect in parental CHO-K1 cells | 360,000 compounds, 0.02% hits | ATP EC20, Fluo-8 calcium fluorescence; 0% at ATP EC20, 100% at ATP max | activation, % at 3 µM;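 active means activation above the run cutoff, the mean activation of all test compounds plus 3 SD, cut at about 40% in these data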;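 further: peak over basal fluorescence ratio in a 140 s read after ATP addition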
M5 PAM: positive allosteric modulators of human muscarinic M5 receptor; activation, % at 3 µM; 360,000 compounds, 0.3% hits; P08912; CHO-K1 hM5, Fluo-8 calcium, ACh EC20 PAM; 0% = ACh EC20, 100% = ACh EC100;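 active means activation above the run cutoff, the mean activation of all test compounds plus 3 SD, cut at about 18% in these data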
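Probe or stimulus: acetylcholine, EC20 level; Assay system: human M5 receptor in CHO-K1 cells; Schedule: compound preincubation 140 s before EC20 acetylcholine addition; Technique: intracellular calcium via Fluo-8 fluorescence; Dosing: single-point, 3 µM nominal; Read-out basis: percent activation from peak-over-basal fluorescence ratio, scaled EC20-to-EC100 acetylcholine; Repeats: one well per compound, no replicates.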
TAAR1 antag: antagonists of human TAAR1; AID 624466; CHO RD-HGA16 TAAR1, Fluo-8 calcium fluorescence, antagonist; 360,000 compounds, 1.5% hits; inhibition, % at 3 µM;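 active means inhibition above a per-plate cutoff, the mean inhibition of test compounds on that plate plus 3 SD, cut at about 49% in these data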;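 further: 0% = DMSO plus EC80 beta-PEA response and 100% = DMSO alone without agonist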
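Test system: RD-HGA16 CHO cells with stable hTAAR1 and Gα16 / Probe or stimulus: EC80 β-phenethylamine stimulus / Times: seeding 17-24 h prior, 75-min 37 °C, 30-min RT dye loading / Detection: Fluo-8 calcium-sensitive fluorescence / Read-out basis: % inhibition scaled between DMSO and EC80 PEA controls / Repeats: singlicate, one well per test compound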
Starred values were filed as active, the others as inactive; · = no result given.

SMILES	CRFBP-R2 block	M5 ag	TAAR1 ag	M4 PAM	CHRM5 antagonist	CRFBP-R2 agonist	CHO-K1 Ca PAM	M5 PAM	TAAR1 antag
COc1ccccc1-c1nc(SCC(=O)Nc2ccccc2F)n[nH]1	-4.5	-2.8	0.1	0.8	6.0	-1.4	6.9	-4.9	-5.0
CC(C)NC(=O)C(=O)NCc1ccccn1	-5.7	-1.9	-2.0	-7.7	4.2	-0.4	0.8	0.2	1.2
O=C(NCc1ccc2c(c1)OCO2)c1cc(-c2ccncc2)nc2ccccc12	2.2	·	15.1	·	·	1.1	·	·	45.7
Cc1ccc(C)c(N2C(=O)CS/C2=N\NC(=O)c2ccccc2Cl)c1	11.2	-0.4	13.3	-5.2	-2.2	-0.5	-10.8	-4.0	-0.5
Cc1cccc(CC(=O)Nc2cc(C)c3c(=O)oc4ccccc4c3n2)c1	-8.7	-0.3	0.2	1.9	-2.7	0.3	4.6	-1.7	-6.3
O=C(CN1CCCCCC1)Nc1ccccc1C(=O)Nc1ccccc1	-15.6	-2.4	-0.7	6.5	4.8	0.1	0.1	-0.1	7.0
CCCCCC(=O)NCc1c(C(F)(F)F)nn(C)c1N1CCOCC1	23.1	-1.7	-0.1	-11.3	2.4	-6.9	0.4	-3.4	-7.0
COc1ccccc1OCc1ccc(C(=O)NN)o1	-7.3	-2.3	12.9	-9.3	-2.0	3.1	9.7	-0.6	3.0
CCOC(=O)N1CCN(C(=S)Nc2ccc3nc(N4CCN(CC)CC4)cc(C)c3c2)CC1	10.3	2.7	0.2	-28.1	-2.6	-0.8	0.8	-3.0	-12.5
COC(=O)c1ccc(NC(=O)C(C)N2C(=O)c3ccccc3C2=O)cc1 (stereo not drawn)	-9.2	-10.8	12.4	13.0	-7.2	3.6	19.2	4.4	-15.7
Cc1ccccc1-c1n[nH]nc1C1=CC(=O)C[C@H](c2ccc(F)cc2)C1	5.8	-0.4	-0.7	2.9	2.9	-0.5	4.4	-0.1	-13.1
COc1cc(OC)cc(C(=O)OCC(=O)NCCCc2ccccc2)c1	5.1	-2.4	0.2	-4.1	8.3	0.9	13.0	-2.2	-18.8
CC(C)NC(=O)COC(=O)c1ccc(Cl)c(S(N)(=O)=O)c1	-3.2	4.0	3.4	3.1	15.2	1.5	-3.4	14.0	-19.7
Cc1c(C(=O)N(CCO)Cc2ccccc2)oc2c(F)cccc12	3.8	2.4	2.5	2.1	-9.1	0.2	1.5	-1.2	-9.0
O=C1CC(C(=O)Nc2ccccc2)N=C(N2CCCCC2)N1 (stereo not drawn)	5.1	-2.6	13.4	-2.5	15.3	-0.3	7.1	-10.6	-8.5
N#C/C(=C\c1ccccc1[N+](=O)[O-])C(=O)NCc1ccccc1	-30.6	7.6	0.3	-0.5	6.6	22.6	12.1	4.0	-30.6
COc1ccc(CN2C(=O)c3ccccc3C2C(=O)NC2CCCC2)c(OC)c1 (stereo not drawn)	4.2	2.9	0.8	-0.1	-2.3	1.2	-12.6	2.3	11.2
O=C(CCCn1nnc2ccccc2c1=O)N[C@@H](Cc1ccccc1)C(=O)O	-14.3	-1.8	1.6	-7.7	12.8	0.8	23.2	-13.9	-7.7
COC(=O)c1ccc(CNC(=O)COC(=O)/C=C/c2cccc(OC)c2)cc1	-0.8	0.5	0.8	-3.4	0.5	-0.6	-1.9	-6.0	-20.9
Cn1c(SCC(=O)NCCc2ccccc2)nc2c([nH]c3ccccc32)c1=O	16.4	-2.4	1.8	7.5	2.7	-1.0	20.6	1.5	0.7

Random excerpt: 3 entries already listed, in no set order.
SMILES	CRFBP-R2 block	M5 ag	TAAR1 ag	M4 PAM	CHRM5 antagonist	CRFBP-R2 agonist	CHO-K1 Ca PAM	M5 PAM	TAAR1 antag
COc1ccccc1OCc1ccc(C(=O)NN)o1	-7.3	-2.3	12.9	-9.3	-2.0	3.1	9.7	-0.6	3.0
CCOC(=O)N1CCN(C(=S)Nc2ccc3nc(N4CCN(CC)CC4)cc(C)c3c2)CC1	10.3	2.7	0.2	-28.1	-2.6	-0.8	0.8	-3.0	-12.5
N#C/C(=C\c1ccccc1[N+](=O)[O-])C(=O)NCc1ccccc1	-30.6	7.6	0.3	-0.5	6.6	22.6	12.1	4.0	-30.6

The listing picks up; the two compounds before the break are reprinted first.
SMILES	CRFBP-R2 block	M5 ag	TAAR1 ag	M4 PAM	CHRM5 antagonist	CRFBP-R2 agonist	CHO-K1 Ca PAM	M5 PAM	TAAR1 antag
COC(=O)c1ccc(CNC(=O)COC(=O)/C=C/c2cccc(OC)c2)cc1	-0.8	0.5	0.8	-3.4	0.5	-0.6	-1.9	-6.0	-20.9
Cn1c(SCC(=O)NCCc2ccccc2)nc2c([nH]c3ccccc32)c1=O	16.4	-2.4	1.8	7.5	2.7	-1.0	20.6	1.5	0.7
Cc1cccc(N2CCN(C(=O)c3c(C)nn(Cc4ccccc4Cl)c3C)CC2)c1C	0.2	-2.2	7.2	-8.6	17.1	-1.4	-4.2	-10.6	5.0
c1ccc(-c2cc(-c3nnco3)c3ccccc3n2)nc1	-2.0	1.3	6.1	-13.8	6.2	-1.4	2.5	-4.5	-0.7
O=C1C(=O)c2ccc(-c3ccccc3)cc2-c2ccccc21	-16.6	2.5	16.5	5.5	-5.6	2.3	-5.8	2.7	-1.8
Cc1cc(C)nc(N2CCCC(C(=O)NC(C)C)C2)n1 (stereo not drawn)	-10.2	-1.6	14.3	-5.7	9.0	-2.6	-10.4	-2.2	2.8
Cn1c(=O)n(C)c2cc(S(=O)(=O)Nc3ccccc3)ccc21	13.7	-0.4	8.4	-7.0	-1.4	-1.2	7.0	-1.6	-7.9
O=C(CCl)N(c1ccccc1)c1c[nH]c2ccccc12	18.6	-4.6	7.9	1.9	-2.1	-1.8	14.8	-3.5	-4.9
Cc1[nH]c(=O)[nH]c(=O)c1/C=N/NC(=O)[C@H](C)NC(=O)OC(C)(C)C	-5.6	0.2	-1.6	4.3	-0.6	-1.5	13.6	-4.3	-10.9
COc1ccc(NC(=O)CSc2nnc(COc3ccccc3)n2Cc2ccco2)cc1OC	18.1	3.0	2.5	-0.5	0.4	-0.9	11.9	-3.3	20.0
CCNc1nc(OCCNC(C)=O)nc(N(C)C)n1	0.7	-6.0	-0.7	-0.2	-2.7	0.8	5.4	-4.9	11.7
O=C(/C=C/c1ccc(Br)cc1)N1CCN(Cc2ccccc2)CC1	-12.2	-6.7	0.3	-15.1	15.7	-3.0	0.9	-7.4	-14.8
CCOc1cc(/C=N/NC(=O)c2nnn(-c3nonc3N)c2C)ccc1OCc1ccc(C)cc1	-5.0	0.3	0.9	-1.2	2.8	-0.6	3.6	0.8	-9.7
CCOC(=O)N1CCN(C(=O)CCC(=O)c2ccc(OCC)cc2)CC1	3.5	-2.3	-2.4	1.9	6.4	-0.1	-12.4	-0.5	-4.0
Cc1nc(N2CCOCC2)c2c(C)c(C(=O)Nc3ccc(C(F)(F)F)cc3)sc2n1	-31.9	-0.8	-0.3	-2.7	14.5	4.5	-10.8	-4.0	15.7
CN(C)/C=N/c1c(C#N)cnn1-c1ccccc1	1.2	1.7	3.8	-0.6	1.9	-1.2	-5.2	0.9	-12.4
O=[N+]([O-])c1cccc(-c2nc(-c3ccccc3)c(-c3cccs3)[nH]2)c1	-1.1	-1.2	5.4	-7.6	5.3	-1.0	1.0	-9.3	57.9*
COc1ccc(C(=O)N/C(=C\c2ccc(Cl)cc2)C(=O)NCC2CCCO2)cc1 (stereo not drawn)	-16.7	1.2	-0.1	-2.0	7.7	3.1	6.9	-5.0	-12.8
O=C(Nc1ccc(S(=O)(=O)N2CCCCC2)cc1)c1ccco1	5.5	-0.9	8.6	0.6	-2.2	-0.7	-13.3	2.1	-14.9
COc1ccc(N2C(=O)CC(N3CCN(c4nc5ccccc5s4)CC3)C2=O)cc1 (stereo not drawn)	-40.4	1.7	7.3	-1.9	-1.2	-1.9	-3.0	-0.7	4.4
CC(C)c1ccc(C(C(=O)NC2CCCCC2)N(C(=O)c2csnn2)C2CC2)cc1 (stereo not drawn)	-13.3	-2.2	1.7	10.2	-1.2	-0.6	20.1	3.3	-19.4
CCOc1cc(N2CCOCC2)c(OCC)cc1NC(=O)COC(=O)COc1ccc(C#N)cc1	8.6	-1.1	1.5	0.6	2.0	-1.0	3.5	0.5	2.0
CCn1c(SC)nnc1-c1c[nH]c2ccccc12	1.3	3.7	2.4	-0.6	-4.5	0.3	14.8	0.5	-20.7
OC1(c2ccc(Cl)cc2)CCN(Cc2cn[nH]c2-c2ccc(F)cc2)CC1	-12.8	0.2	41.4*	-2.8	-0.6	-0.9	14.3	4.2	-7.2
Cc1cc(C(=O)Nc2ccccc2C)on1	-8.1	-1.4	6.0	3.5	0.0	3.7	12.9	4.8	-15.8
CCOC(=O)Nc1ccc2c(C)cc(=O)oc2c1	-2.7	1.7	11.6	5.1	2.0	1.4	-10.9	-7.9	-11.1
O=C(Nc1cccc2ncccc12)C(Cl)(Cl)Cl	26.5	-3.8	·	8.9	1.9	-2.3	20.9	0.4	·
Cc1ccc(NC(=O)Nc2nnc(-c3ccncc3)s2)cc1	-21.9	6.9	33.6	-0.8	7.9	41.2	12.7	2.9	28.4
CC(NC(=O)Cc1ccccc1)C(=O)O (stereo not drawn)	2.1	4.7	10.9	2.1	-6.6	-1.9	-8.6	3.4	5.0
CC(C)CN=c1cc(-c2ccccc2)oc2ccc(Cl)cc12	-2.1	-2.0	7.3	-5.8	-4.4	2.0	10.5	-0.1	10.5
O=C1CSC(=Nc2ccc(O)cc2)N1c1ccc(O)cc1	3.2	2.7	15.4	2.5	14.2	2.5	12.3	2.4	-6.0
COc1cccc(C2c3c(oc4ccccc4c3=O)C(=O)N2c2ccccn2)c1 (stereo not drawn)	24.8	1.3	4.3	3.0	0.4	-1.3	-8.2	-3.0	-22.9
O=C(Cn1ncc2c([nH]c3ccccc32)c1=O)N1CCN(c2ccccc2F)CC1	17.2	0.0	6.3	2.7	-13.7	2.3	9.8	5.1	9.8
O=C(NC1CCCC1)C(c1ccccc1)n1c(Cc2cc(F)cc(F)c2)nc2ccccc21 (stereo not drawn)	·	3.2	0.0	-9.0	3.5	·	·	-11.2	-6.2
Cc1ccc(S(=O)(=O)NNC(=O)CCC(=O)Nc2ccc(C)cc2C)cc1	-14.7	-4.8	0.7	-1.1	-3.1	2.9	1.6	-1.2	-11.2
Cc1cccc(N2CCN(C(=O)COc3ccc4c(c3)CCC4)CC2C)c1 (stereo not drawn)	7.2	-2.3	4.5	2.1	4.3	-0.3	16.8	3.6	14.0
